# Screening data from PubChem BioAssay.
# FAK inh = blocks human focal adhesion kinase activity. Q05397. biochemical FAK kinase activity assay. inhibition, %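 (tested at 7 µM)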. actives 0.84% (n = 97,000); in the data active = inhibition above about 19%;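 note: 0% = DMSO and 100% = reference compound high control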
# Target sequence (Q05397 whole entry, looked up): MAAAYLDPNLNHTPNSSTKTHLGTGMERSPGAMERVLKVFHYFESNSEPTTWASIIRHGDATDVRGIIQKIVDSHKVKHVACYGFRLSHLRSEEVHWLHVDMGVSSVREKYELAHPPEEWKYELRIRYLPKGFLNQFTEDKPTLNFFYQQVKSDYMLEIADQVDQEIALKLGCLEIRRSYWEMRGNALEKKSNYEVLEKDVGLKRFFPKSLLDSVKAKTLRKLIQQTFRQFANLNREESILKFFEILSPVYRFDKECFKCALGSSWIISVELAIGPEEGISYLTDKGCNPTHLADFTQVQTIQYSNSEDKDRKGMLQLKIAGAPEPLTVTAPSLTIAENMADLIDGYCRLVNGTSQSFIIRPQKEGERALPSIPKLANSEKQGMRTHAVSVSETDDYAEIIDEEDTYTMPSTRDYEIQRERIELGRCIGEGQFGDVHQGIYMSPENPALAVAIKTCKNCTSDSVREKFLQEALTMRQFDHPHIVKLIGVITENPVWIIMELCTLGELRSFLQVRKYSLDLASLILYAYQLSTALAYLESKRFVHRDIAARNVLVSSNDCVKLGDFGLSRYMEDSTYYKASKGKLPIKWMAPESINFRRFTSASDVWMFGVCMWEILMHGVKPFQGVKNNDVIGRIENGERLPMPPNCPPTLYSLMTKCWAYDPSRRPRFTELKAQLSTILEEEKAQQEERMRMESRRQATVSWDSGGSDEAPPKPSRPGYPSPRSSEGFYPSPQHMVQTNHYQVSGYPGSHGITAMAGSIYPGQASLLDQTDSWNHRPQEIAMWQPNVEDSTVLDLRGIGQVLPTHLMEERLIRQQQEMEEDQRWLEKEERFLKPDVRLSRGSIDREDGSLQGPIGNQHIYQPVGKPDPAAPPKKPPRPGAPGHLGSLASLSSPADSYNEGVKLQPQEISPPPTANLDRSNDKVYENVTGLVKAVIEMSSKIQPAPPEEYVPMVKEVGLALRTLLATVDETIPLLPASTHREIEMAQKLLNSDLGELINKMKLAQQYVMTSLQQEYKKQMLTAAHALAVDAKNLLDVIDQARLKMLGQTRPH
# E coli WT exp = blocks growth of wild type E. coli BW25113. growth inhibition, % at 100 µM. actives 0.15% (n = 98,000). OD600 absorbance;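 active = growth inhibition above about 50% at one test dose, limit read from the data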;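 note: growth measured after 20 h incubation at 37 °C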
# ERb coact inh = ER-beta (human) coactivator binding inhibition | Q92731 | TR-FRET ER-beta LBD / SRC1-Cy5 peptide binding; receptor agonist-loaded with 1 µM estradiol | inhibition, % at 25.6 µM | actives 1.3% (n = 86,000) | AID 633;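 active = compounds whose percent inhibition of the receptor-coactivator binding signal exceeds about 50% in the single-dose screen, limit read from the data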;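 note: 0% = receptor plus peptide wells without compound and 100% = peptide-only wells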
# MT1-MMP txn act = MT1-MMP promoter transcription activation; HT1080 MT1-MMP promoter luciferase reporter, luminescence, overnight; active compounds read high; activation factor at 10 µM; actives 0.16% (n = 86,000); AID 750;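 active = activation factor of at least 2 for MT1-MMP transcription at 10 µM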
# ERa SRC1 pot = ER-alpha (human) coactivator binding potentiation; coactivator binding (% of control), % at 25.6 µM; actives 1.3% (n = 86,000); P03372; TR-FRET ERalpha-LBD/SRC-Cy5 coactivator binding, 2 h; 100 = basal binding, no effect; in the data active = activity above about 200%;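 note: binding measured in presence of low estradiol as agonist stimulus; 0% = peptide alone without receptor and 100% = receptor with peptide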
# Mac1 fbg inh = blocks human CD11b/CD18 adhesion to fibrinogen | K562 CD11b/CD18 adhesion to fibrinogen, ATPlite luminescence; Mn2+ added to activate the integrin | actives 0.54% (n = 93,000) | AID 1497 | inhibition, % at 10 µM | P05107+P11215;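 active = primary inhibition of 50% or more at 10 µM, then 40% or more on retest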; note: some results filed as inactive read as strong as hits
# CD11b adhes enh = enhancers of human CD11b/CD18 binding to fibrinogen | K562 CD11b/CD18 adhesion to fibrinogen, ATPlite luminescence | activation, % at 10 µM | actives 0.07% (n = 93,000) | AID 1499;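 active = 10 µM primary screen giving 50% or more activity, confirmed by 40% or more on retest at that dose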; note: strong numbers were not always called active; reference of the scale not given here
# PLAP activator = activates human placental alkaline phosphatase; P05187; purified PLAP enzyme, luminescent substrate read-out; active compounds read high; activation fold at 20 µM; actives 1.2% (n = 96,000); AID 696; in the data active = activation fold above about 2
# ERa SRC1 inh = ER-alpha (human) coactivator binding inhibition; TR-FRET ER-alpha LBD / SRC-1 peptide, estradiol-bound; inhibition, % at 25.6 µM; actives 1.7% (n = 86,000); in the data active = inhibition above about 50%;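 note: 0% = receptor plus peptide control and 100% = peptide only without receptor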
# * marks the source's active call; other numbers are inactive results; · = no result given; [ ] = remark or other dose. Compounds as they come; any-hit rate near 5.1%.
# Below each compound – FAK inh	E coli WT exp	ERb coact inh	MT1-MMP txn act	ERa SRC1 pot	Mac1 fbg inh	CD11b adhes enh	PLAP activator	ERa SRC1 inh
CCc1ccccc1NC(=O)c1onc(C)c1Cl
  7	0	-2	1	120	-18	-1	0.9	-3
COc1ccc(N2CCN(CCC(N)=O)CC2)cc1
  1	-1	·	·	·	-6	-6	0.9	·
Cc1cc(C)c2cc(C)c3nnc(SCC(=O)NCc4ccc5c(c4)OCO5)n3c2c1
  2	-18	·	·	·	9	-3	1.6	·
COn1c(SC2CCCCC2)nc2ccccc2c1=O
  3	1	-1	1.1	96	-9	-3	1.5	8
CCOC(=O)c1c(C)n(CCNC(C)=O)c2ccc(OC)cc12
  0	4	-15	1	98	-14	-2	1	1
CC1=C(C(=O)Nc2ccccc2C)C(c2ccc(C)o2)C2=C(CCCC2=O)N1 (stereo unspecified)
  ·	3	-9	1.2	124[fluorescence artefact?]	0	-1	1.3	-5
Cc1onc(-c2ccccc2)c1C(=O)Nc1nc(-c2cc(F)ccc2F)cs1
  -21	-9	19[fluorescence artefact?]	0.7	208*[fluorescence artefact?]	7	1	0.9	6[fluorescence artefact?]
COC(=O)c1ccc2c(c1)nc(C)n2CCO
  -3	7	11	1.1	102	0	5	1	12
CCOC(=O)C(O)(NC(=O)c1cccnc1)C(F)(F)F (stereo unspecified)
  -7	6	-4	1.1	116[fluorescence artefact?]	-8	1	0.9	-3
CCCSc1ncnc2c1oc1ccccc12
  1	3	0	1.2	101	-9	0	0.9	-3
COc1ccccc1OCc1nc(C#N)c(N2CC(C)CC(C)C2)o1 (stereo unspecified)
  3	-1	1	1	88	3	-3	0.9	1
CCOC(=O)c1ccc(NC(=O)COc2ccc(-n3cnnn3)cc2)cc1
  10	10	82*[fluorescence artefact?]	1.2	14[fluorescence artefact?]	·	·	0.9	91*[fluorescence artefact?]
Nn1c(Nc2ccccc2)nc2ccccc21
  -3	2	-4[fluorescence artefact?]	1.4	126[fluorescence artefact?]	-2	-2	1	-2[fluorescence artefact?]
CS(=O)(=O)Nc1ccc(C(=O)NCc2cccnc2)cc1
  -1	0	19	1	107	-23	-2	0.8	16
CC/C(=N/Nc1ccccc1)c1cnnc(-c2ccccc2)n1
  4	·	60*	1	87	·	·	·	82*[fluorescence artefact?]
CC(C)(C)SCCNC(=O)c1ccc(NS(C)(=O)=O)cc1
  -4	-1	6	1.3	99[fluorescence artefact?]	-2	1	1.1	9
Cc1c(NC(=O)c2cnn3c2NC(c2ccc(Br)cc2)CC3C(F)(F)F)c(=O)n(-c2ccccc2)n1C (stereo unspecified)
  6	·	-10[fluorescence artefact?]	1.2	92	·	·	·	-10
Cc1ccccc1NC(=O)Nc1cccs1
  ·	6	-7	1.3	120	-9	4	1.1	7
CCOc1ccc(CCNC(=O)CN(C)S(=O)(=O)c2cccc3nsnc23)cc1OCC
  -2	3	5	1.1	104	13	-6	1.1	-3
CCOc1ccc(C(C)NC(=O)CCC(=O)O)cc1 (stereo unspecified)
  ·	-6	-1	1	113	-9	0	0.9	-1
CSc1ccc(-c2nc(CSCC(=O)N3CCOCC3)c(C)o2)cc1
  0	23	-5	1.3	121	19	-3	1.6	0
c1ccc(COc2ccc(OCCCn3cncn3)cc2)cc1
  2	14	-3	0.8	124	19	0	1.4	2
O=C(Nc1cccc2c1CCCC2)c1ccc(Br)o1
  -1	-1	1[fluorescence artefact?]	1.1	93	0	0	1.2	0[fluorescence artefact?]
O=C(COc1ccc(Br)cc1)Nc1ccc(-c2nnc(-c3ccco3)o2)cc1
  1	0	3[fluorescence artefact?]	1.1	268*[fluorescence artefact?]	36	50	1.1	4[fluorescence artefact?]
O=C(Nc1cc(Cl)ccc1Cl)C1CC(=O)N(c2ccc(Br)cc2)C1 (stereo unspecified)
  2	5	-5	1.2	116	-4	2	0.8	-3
COc1cccc(-n2nnc3c(=O)n(Cc4c(F)cccc4Cl)cnc32)c1
  1	·	20	1.2	127	·	·	·	44[fluorescence artefact?]
Cn1c(=O)[nH]c(=O)c2c1nc(Br)n2CCC(=O)c1ccccc1
  -1	7	-11	1.3	110	1	-5	1.4	-3
CC(c1ccccc1F)n1cc(C(=O)NCc2ccncc2)nn1 (stereo unspecified)
  ·	-12	5	1.1	103	-2	-2	1.1	-4
COc1ccccc1N1CCN(C(=O)C(C)N(c2ccccc2)S(C)(=O)=O)CC1 (stereo unspecified)
  -1	2	3[fluorescence artefact?]	1.1	116	-14	7	1.4	5[fluorescence artefact?]
COc1ccccc1S(=O)(=O)Cc1ccc(C(=O)NCc2cccnc2)o1
  2	-7	-7[fluorescence artefact?]	1	115	7	6	0.9	3
COC(=O)Nc1nc2c(C)cccc2s1
  0	16	-15	1.8	112	-12	-6	0.9	-22
CCOc1cc(C(=O)Nc2ccc3c(c2)OCO3)ccc1OC(F)F
  0	4	-5	1.1	130	-13	-3	0.9	-3
Cn1nnnc1SCC(=O)N1CCN(C(c2ccccc2)c2ccccc2)CC1
  -1	1	-2	1.1	119	·	·	·	-5
Cc1c(C(=O)N(C)C)sc(NC(=O)c2cc([N+](=O)[O-])cc([N+](=O)[O-])c2)c1C#N
  -2	-4	·	·	·	2	1	1.3	·
CC1=C(C(=O)OCc2ccc3c(c2)OCO3)C(c2ccc(Cl)cc2)NC(=O)N1 (stereo unspecified)
  0	·	9	1.2	88	-9	-6	0.9	4
c1ccc(OCc2nn3c(-c4ccco4)nnc3s2)cc1
  2	0	7	1.1	113	-2	0	0.9	8
COc1ccc(C(c2nnnn2C2CCCC2)N2CCc3ccccc3C2)cc1OC (stereo unspecified)
  0	-8	2[fluorescence artefact?]	1.1	99	2	-4	1.7	1
Cc1ccccc1OCc1nnc2c3cnn(C)c3ncn12
  ·	3	-15	1.5	133	4	-4	1.1	-2
Cc1ccc2c(c1)NC(=O)C(CC(=O)NCc1cccnc1)O2 (stereo unspecified)
  2	-13	-2[fluorescence artefact?]	1	95	-10	3	1	-7
Cc1sc(N)nc1-c1cccs1
  0	·	-2	1.5	113	·	·	·	-5
COc1ccccc1N1CCN(Cc2nnnn2CCc2ccccc2)CC1
  0	2	-2	1.1	102	-26	9	1.8	-9
CC1(C)C(c2cccs2)=[N+]([O-])C2(CCCCC/C2=N\O)N1O (stereo unspecified)
  0	2	-4	0.9	118	-8	-3	0.9	-12
C=CCNC(=O)c1ccccc1NS(=O)(=O)c1ccccc1
  -3	2	18	1	101	-4	-3	1.1	19
Cc1oc(C)c2c(=O)ccc3c(c12)OC(N)=C(C#N)C3c1ccccc1Cl (stereo unspecified)
  5	-19	·	1.2	·	0	-7	1	·
CCOC(=O)N1CCN(S(=O)(=O)c2ccc3c(c2)OCC(=O)N3)CC1
  2	7	5	1.1	111	-6	-6	1.1	-6
Nc1ccc(C(O)(C(F)(F)F)C(F)(F)F)cc1
  -2	17	-7	1.1	104	3	-3	0.9	2
CCOC(=O)CCC(=O)Nc1ccc(S(=O)(=O)N2CCCC2)cc1
  -1	3	-5	1.2	110[fluorescence artefact?]	-21	0	1	0
CCOc1cc2nc(-c3ccc(OC)c(OC)c3)nc(N3CC(C)OC(C)C3)c2cc1OC (stereo unspecified)
  -1	0	·	·	·	-6	4	0.9	·
Cc1ccc(S(=O)(=O)Oc2ccc(C)cc2/C=N/N=C2\NC(=O)C(C)S2)cc1 (stereo unspecified)
  -8	-3	-5	1.7	94	·	·	·	3
O=C(O)CSc1nc2ccccc2c(=O)[nH]1
  -1	-7	·	·	·	-2	-6	1.1	·
O=C(Nc1ccc2c(c1)OCCO2)C1CCN(S(=O)(=O)c2cccc3nsnc23)CC1
  -4	-4	2	1.1	146	·	·	1.1	7
O=C(COC(=O)C1CCC1)Nc1ccc(OC(F)F)cc1
  ·	-10	4	1.1	117	-15	-1	0.9	1
COc1cc(OC)c(OC)cc1CNc1cc(C)ccc1OC
  3	5	13[fluorescence artefact?]	1.1	100	6	0	1.3	-12[fluorescence artefact?]
CCOC(=O)c1ccc(N/C=C/C(=O)c2ccco2)cc1
  2	-30	6	0.5	130	-28	0	0.9	24
CCOc1cc2[nH]c(=O)n(Cc3cccc(OC)c3)c(=O)c2cc1OCC
  1	-4	0[fluorescence artefact?]	1.1	141[fluorescence artefact?]	-7	-5	0.9	4[fluorescence artefact?]
O=C(Nc1nnc(-c2cccs2)o1)c1cccc(C(F)(F)F)c1
  -3	57*	15[fluorescence artefact?]	1.1	103[fluorescence artefact?]	72*	1	2.1*	3
CCc1ccc(NS(=O)(=O)c2ccc3[nH]cc(C(=O)NCC4CCCO4)c(=O)c3c2)cc1 (stereo unspecified)
  -4	2	17	1.3	39[fluorescence artefact?]	·	·	·	46
CNC(=O)CC(C(=O)O)c1ccc(OCC(C)C)cc1 (stereo unspecified)
  -6	0	1	1.1	107	8	-4	0.9	-5
O=C(C1CCCCC1)N1CCC(n2nnc3ccccc32)CC1
  -1	-1	1	0.9	88	·	·	·	-2
CCCCCCCN1N=C(C)C(C(=O)c2ccccc2)C1=O (stereo unspecified)
  1	29	·	·	·	-6	-2	1.3	·

# Continued; it opens with the two that closed the last part.
# Below each compound – FAK inh	E coli WT exp	ERb coact inh	MT1-MMP txn act	ERa SRC1 pot	Mac1 fbg inh	CD11b adhes enh	PLAP activator	ERa SRC1 inh
O=C(C1CCCCC1)N1CCC(n2nnc3ccccc32)CC1
  -1	-1	1	0.9	88	·	·	·	-2
CCCCCCCN1N=C(C)C(C(=O)c2ccccc2)C1=O (stereo unspecified)
  1	29	·	·	·	-6	-2	1.3	·
Cc1[nH]c(=O)c(C#N)cc1-c1ccccc1
  -1	-6	·	·	·	-2	-1	0.8	·
CCCCOC(=O)Cn1c(=N)n(CCN2CCOCC2)c2ccccc21
  0	·	5	1.2	74	·	·	·	-15
CC1CCN(c2ccccc2NC(=S)NC(=O)c2cccs2)CC1
  -1	-2	·	·	·	-19	14	1	·
O=C(C1CCC(C(=O)N2CCCCC2)CC1)N1CCCCC1 (stereo unspecified)
  2	3	-15	1	93	-10	-1	1.1	-14

# Molecules listed so far that have two or more sulfur atoms:
# Below each compound – FAK inh	E coli WT exp	ERb coact inh	MT1-MMP txn act	ERa SRC1 pot	Mac1 fbg inh	CD11b adhes enh	PLAP activator	ERa SRC1 inh
CC(C)(C)SCCNC(=O)c1ccc(NS(C)(=O)=O)cc1
  -4	-1	6	1.3	99[fluorescence artefact?]	-2	1	1.1	9
CCOc1ccc(CCNC(=O)CN(C)S(=O)(=O)c2cccc3nsnc23)cc1OCC
  -2	3	5	1.1	104	13	-6	1.1	-3
CSc1ccc(-c2nc(CSCC(=O)N3CCOCC3)c(C)o2)cc1
  0	23	-5	1.3	121	19	-3	1.6	0
Cc1sc(N)nc1-c1cccs1
  0	·	-2	1.5	113	·	·	·	-5
Cc1ccc(S(=O)(=O)Oc2ccc(C)cc2/C=N/N=C2\NC(=O)C(C)S2)cc1 (stereo unspecified)
  -8	-3	-5	1.7	94	·	·	·	3
O=C(Nc1ccc2c(c1)OCCO2)C1CCN(S(=O)(=O)c2cccc3nsnc23)CC1
  -4	-4	2	1.1	146	·	·	1.1	7
CC1CCN(c2ccccc2NC(=S)NC(=O)c2cccs2)CC1
  -1	-2	·	·	·	-19	14	1	·
